# Compound activity deposited in PubChem BioAssay by several laboratories.
# NPY Y1 blocker: blocks the human neuropeptide Y Y1 receptor; P25929; inhibition, % at 3.6 µM; HEK293-CNG Y1 cells, membrane potential fluorescence; NPY at EC95, then isoproterenol; 200,000 tested, 1% active; AID 1040;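 active = inhibition above the campaign mean inhibition of all tested compounds plus 3 SD, cut at about 20% in these data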;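 note: 0% = DMSO wells given NPY plus isoproterenol and 100% = isoproterenol alone without NPY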
# Target sequence (P25929 whole entry, looked up): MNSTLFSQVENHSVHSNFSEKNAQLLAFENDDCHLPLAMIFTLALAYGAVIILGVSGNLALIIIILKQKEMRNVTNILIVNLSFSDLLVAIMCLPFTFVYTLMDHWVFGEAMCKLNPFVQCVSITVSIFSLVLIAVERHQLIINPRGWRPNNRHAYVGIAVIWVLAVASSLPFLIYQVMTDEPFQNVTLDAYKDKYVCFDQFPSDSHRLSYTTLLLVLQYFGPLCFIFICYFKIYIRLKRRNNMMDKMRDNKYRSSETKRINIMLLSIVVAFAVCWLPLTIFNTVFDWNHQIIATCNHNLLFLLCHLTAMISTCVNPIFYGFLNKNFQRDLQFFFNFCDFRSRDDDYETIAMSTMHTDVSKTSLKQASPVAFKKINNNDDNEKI
#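 Benchmarks – high control isoproterenol alone, low control NPY with isoproterenol · Material – HEK293 Y1/CNG channel cell line · Times – dye 3 h, compound 60 min room temperature, stimulation 45 min · Probe or stimulus – NPY (25 nM), isoproterenol (1 µM), Ro 20-1724 (25 µM) · Evaluation – % inhibition of NPY effect · Signal – fluorescence, membrane potential probe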
# NPY-Y2 PAM-ag: potentiators or agonists of human neuropeptide Y receptor Y2 | activation, % at 3.6 µM | 220,000 tested, 0.45% active | AID 1359 | cells expressing NPY-Y2, potentiator/agonist read-out; in the data active = activation above about 27%;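 note: cells stimulated with NPY near EC25 plus isoproterenol at EC100; 0% = vehicle plus submaximal agonist and 100% = vehicle plus saturating agonist; some results beyond the cut were filed as inactive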
# NPY-Y1 PAM-ag: potentiates or activates human NPY-Y1 receptor; P25929; NPY-Y1 expressing cells, potentiator/agonist activation; activation, % at 3.6 µM; 220,000 tested, 0.37% active; AID 1304; in the data active = activation above about 33%, passing the limit was not always enough;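 note: cells stimulated with NPY at EC10 then isoproterenol at EC100; 0% = low agonist plus stimulus and 100% = saturating agonist plus stimulus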
# S1P4 antagonist: blocks the human S1P4 receptor | O95977 | S1P4-expressing cells, antagonist mode, reporter read-out | inhibition, % at 4.98 µM | 220,000 tested, 0.26% active | AID 1510; in the data active = inhibition above about 29%;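 note: 0% = wells stimulated with agonist and 100% = vehicle wells without agonist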
# Target sequence (O95977 whole entry, looked up): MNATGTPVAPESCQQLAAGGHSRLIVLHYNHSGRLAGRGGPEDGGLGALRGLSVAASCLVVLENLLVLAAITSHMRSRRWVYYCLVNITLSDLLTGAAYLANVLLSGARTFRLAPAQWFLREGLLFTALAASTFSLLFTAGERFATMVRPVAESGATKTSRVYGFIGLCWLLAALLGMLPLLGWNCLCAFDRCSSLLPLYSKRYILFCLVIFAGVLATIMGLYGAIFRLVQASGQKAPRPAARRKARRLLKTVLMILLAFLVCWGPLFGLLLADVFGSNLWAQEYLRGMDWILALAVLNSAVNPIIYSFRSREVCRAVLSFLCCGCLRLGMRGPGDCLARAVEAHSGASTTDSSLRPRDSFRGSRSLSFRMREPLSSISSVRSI
# S1P4 agonist: agonists of human S1P4 receptor; 220,000 tested, 0.35% active; activation, % at 4.98 µM; S1P4-expressing cell line, agonist reporter assay; O95977; in the data active = activation above about 11%;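 note: 0% = DMSO vehicle and 100% = reference agonist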
# Ba/F3 V617F tox: lowers viability of Ba/F3 cells expressing EpoR and JAK2V617F | ATP luminescence | inhibition, % at 5.6 µM | 220,000 tested, 1.1% active | AID 1446;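 active = inhibition above the campaign mean plus 3 SD over all tested compounds, cut at about 24% in these data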;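 note: cytokine-independent growth of Ba/F3 cells driven by EpoR plus mutant JAK2; 0% = DMSO-treated cells and 100% = JAK inhibitor I control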
# Runt-CBFb FRET: inhibitors of human RUNX1 Runt domain binding to CBFb. 220,000 tested, 0.46% active. inhibition, % at 20 µM. Cerulean-Runt/Venus-CBFb FRET ratio 530/480, 1 h;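 active = inhibition over about 50% at 20 µM in the single-dose screen, limit read from the data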;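 note: 0% = DMSO wells and 100% = excess unlabeled CBFb competitor control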
#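 System: Cerulean-labeled Runt domain protein | Quantity: 100 nM of each labeled protein | Schedule: 1 h compound exposure, room temperature | Detection: Fluorescence energy transfer, 422 nm excitation, 530/480 nm emission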
# BaF3 parental: reduces parental Ba/F3 cell viability, JAK2V617F counter-screen. inhibition, % at 5.6 µM. CellTiter-Glo ATP luminescence. 220,000 tested, 1.1% active. AID 1486;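 active = inhibition above a per-campaign cutoff, the mean inhibition of all tested compounds plus 3 SD, cut at about 27% in these data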;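 note: 0% = DMSO wells and 100% = JAK Inhibitor I control wells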
# RBBP9 inh: blocks human serine hydrolase RBBP9; O75884; inhibition, % at 7.94 µM; recombinant RBBP9, FP-Rh probe fluorescence polarization; AID 1515; 220,000 tested, 0.2% active;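 active = inhibition above the campaign mean of all tested compounds plus 3 SD, cut at about 14% in these data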;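 note: plate controls were DMSO wells with RBBP9 for no effect and wells lacking RBBP9 protein for full effect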
# Target sequence (O75884 whole entry, looked up): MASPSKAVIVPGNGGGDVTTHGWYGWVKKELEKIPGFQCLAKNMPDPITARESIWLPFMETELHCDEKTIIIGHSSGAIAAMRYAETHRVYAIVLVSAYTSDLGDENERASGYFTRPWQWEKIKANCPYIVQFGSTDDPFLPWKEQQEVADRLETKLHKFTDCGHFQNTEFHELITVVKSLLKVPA
#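 Material: RBBP9 protein. Amount: RBBP9 at 2.5 µM in dispensed solution, before mixing. Schedule: 30 min then 45 min, 25 °C. Medium: Tris buffer pH 8.0, NaCl, Pluronic. Measured by: fluorescence polarization. Measure: percent inhibition from mP, scaled between DMSO and no-protein wells. Replication: one well per compound.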
# * hit, by the source's call; . = not tested or not shown.
SMILES,NPY Y1 blocker,NPY-Y2 PAM-ag,NPY-Y1 PAM-ag,S1P4 antagonist,S1P4 agonist,Ba/F3 V617F tox,Runt-CBFb FRET,BaF3 parental,RBBP9 inh
COc1ccc(Br)cc1CN(C)C(=O)c1ccc2c(c1)NC(=O)C(C)S2 (configuration not stated),0,-7,11,0,0.3,-3,-4,1,-6
O=C(N/N=C\c1ccc(F)cc1)c1ccc(F)cc1,1,1,7,-1,-0.3,-1,-1,6,-3
Cc1c(Cl)cccc1N(CC(=O)O)S(C)(=O)=O,1,1,-14,-7,2.4,4,2,4,-5
CSCCC(NS(=O)(=O)c1ccc(C)cc1)C(=O)NC1CCCCC1 (configuration not stated),14,8,11,-7,1.1,0,-3,6,-6
CC1CC(C)CN(S(=O)(=O)c2ccc(C(=O)NCc3ccc4c(c3)OCO4)cc2)C1 (configuration not stated),-3,-9,15,0,1.7,1,-4,6,-5
O=c1[nH]c2ccc(NC(=S)Nc3ccccc3Cl)cc2[nH]1,3,-5,-20,-10,-1.8,-5,7,1,-6
O=C(CSc1nnnn1C1CCCCC1)N1c2ccccc2Sc2ccccc21,11,2,-6,7,-0.9,-3,2,6,-8
COc1ccc(-c2csc(N)n2)cc1,3,8,-10,12,-0.4,-3,-1,2,1
Nc1nnc(Cc2ccc(Cl)cc2Cl)s1,4,0,3,-8,-0.8,-2,2,1,-2
O=C(Nc1ccccc1)N1CCOCC1,3,-11,3,12,-6.4,-2,-1,0,-1
COc1ccc2c(c1)C1NC(=S)N[C@@](C)(O2)C1C(=O)Nc1ccccc1 (some centres not stated),-2,0,1,-9,0.9,3,2,2,-6
CCOc1ccc(Nc2nc3cc(S(=O)(=O)N(CC)CC)ccc3o2)cc1,2,1,-17,4,-1.4,3,42,0,-4
CCOCC(=O)Nc1nc2c(s1)C(=O)CC(C)(C)C2,1,1,-8,6,-1.7,2,5,0,1
CC(/C=C/c1cccc([N+](=O)[O-])c1)=N\NC(=O)c1ccncc1,5,-11,3,1,0.9,2,1,8,0
CCOC(=O)Cc1c(C)nc2cc(-c3ccc(C(C)(C)C)cc3)[nH]n2c1=O,3,2,24,3,-2.5,-4,0,1,3
COC(=O)c1nn(-c2ccccc2)c(Cl)c1/C=N/OC(=O)c1ccc(Cl)c(Cl)c1,-5,-7,5,7,1.9,3,2,8,-5
O=C(COc1ccc(S(=O)(=O)NC2CCCCC2)cc1)NCCC1=CCCCC1,-2,-13,4,8,1.0,-2,-1,2,-4
Cc1ccccc1NC(=O)CSc1ccncc1,.,10,-7,2,0.4,3,2,-1,-17
Nc1ccn(-c2ccc(Cl)cc2)c(=O)c1,-3,-9,6,-7,0.6,4,1,10,1
Cc1ccc(C2=NN(S(C)(=O)=O)C(c3ccc4c(c3)OCO4)C2)cc1 (configuration not stated),2,3,15,-8,0.3,0,-2,3,2

# An excerpt of these results, tab-delimited:
SMILES	NPY Y1 blocker	NPY-Y2 PAM-ag	NPY-Y1 PAM-ag	S1P4 antagonist	S1P4 agonist	Ba/F3 V617F tox	Runt-CBFb FRET	BaF3 parental	RBBP9 inh
CCOc1ccc(Nc2nc3cc(S(=O)(=O)N(CC)CC)ccc3o2)cc1	2	1	-17	4	-1.4	3	42	0	-4
CCOCC(=O)Nc1nc2c(s1)C(=O)CC(C)(C)C2	1	1	-8	6	-1.7	2	5	0	1
CC(/C=C/c1cccc([N+](=O)[O-])c1)=N\NC(=O)c1ccncc1	5	-11	3	1	0.9	2	1	8	0
CCOC(=O)Cc1c(C)nc2cc(-c3ccc(C(C)(C)C)cc3)[nH]n2c1=O	3	2	24	3	-2.5	-4	0	1	3

# In another format: entries from further up
compound	NPY Y1 blocker	NPY-Y2 PAM-ag	NPY-Y1 PAM-ag	S1P4 antagonist	S1P4 agonist	Ba/F3 V617F tox	Runt-CBFb FRET	BaF3 parental	RBBP9 inh
CC1CC(C)CN(S(=O)(=O)c2ccc(C(=O)NCc3ccc4c(c3)OCO4)cc2)C1 (configuration not stated)	-3	-9	15	0	1.7	1	-4	6	-5
O=c1[nH]c2ccc(NC(=S)Nc3ccccc3Cl)cc2[nH]1	3	-5	-20	-10	-1.8	-5	7	1	-6

# Remaining list, next part
SMILES,NPY Y1 blocker,NPY-Y2 PAM-ag,NPY-Y1 PAM-ag,S1P4 antagonist,S1P4 agonist,Ba/F3 V617F tox,Runt-CBFb FRET,BaF3 parental,RBBP9 inh
O=C1COC(c2ccccc2)C2CCCCN12 (configuration not stated),-3,9,10,-12,0.8,-1,3,0,-6
Cc1c(C(=O)Nc2ccc(-c3nnc4n3CCCCC4)cc2)oc2c1ccc1ccccc12,3,-2,0,-3,0.9,-1,-3,7,-10
CCCc1nnc(SCC(=O)N2CCCCC2C)n1CC (configuration not stated),0,-2,-9,-4,-0.9,0,-3,5,-6
COC(=O)C1=C(C)NC(C)=C(C(=O)OC)C1C(=O)OCC(=O)c1ccc(F)cc1,3,-9,-14,-12,1.1,-3,1,-2,4
Cn1cc(S(=O)(=O)N2CCN(c3cccc(C(F)(F)F)c3)CC2)c(=O)n(C)c1=O,1,4,-21,-27,-2.8,-4,-4,4,-4
Cn1c(N)c(C(=O)COC(=O)CCCc2nc3ccccc3s2)c(=O)n(C)c1=O,4,-13,-8,-23,-0.4,2,-1,2,-6
Cc1ccccc1NS(=O)(=O)c1ccc(Cl)cc1,1,-4,9,-16,0.7,-1,-1,4,-8
O=C(COc1ccccc1)NCC(=O)N/N=C/c1ccco1,-1,6,5,-23,0.1,-1,-5,6,-10
COC(=O)c1sccc1-n1cc(C#N)c(=O)n(C)c1=O,.,9,13,-12,1.6,-3,2,0,1
O=C(NCCC1=CCCCC1)C(=O)NCC1OCCCN1S(=O)(=O)c1ccc(F)cc1 (configuration not stated),-3,-4,23,-18,1.3,2,-3,6,1
Cn1c(CCC(=O)Nc2ccc(N3CCOCC3)cc2)nc(=O)c2ccccc21,3,0,13,20,0.0,-4,1,0,8
Cc1n[nH]c(=O)nc1NCC1CCCO1 (configuration not stated),-6,7,5,-13,-1.2,1,22,3,1
O=C(NC1CCCc2ccccc21)c1cccc(S(=O)(=O)N2CCOCC2)c1 (configuration not stated),7,-11,-6,13,1.2,-3,-2,6,-5
COC(=O)c1oc2ccccc2c1NC(=O)c1ccccc1O,-2,24,24,-34,-0.9,-1,-1,2,5
Cc1ccc(-n2nnnc2SC(C)C(=O)NCC(=O)Nc2ccc(F)c(F)c2F)c(C)c1 (configuration not stated),-4,11,-1,-3,2.6,1,-5,10,-2
CCOC(=O)c1ccccc1NC(=O)CC1SC(=NC)N(C)C1=O (configuration not stated),-3,2,-6,-1,-0.2,3,2,3,-15
CC1=C(C(=O)OC(C)C)C(C2CC=CCC2)NC(=O)N1 (configuration not stated),0,-1,6,-9,2.4,3,1,-1,-3
CCCc1[nH]n(-c2nc3ccccc3s2)c(=O)c1C=NCC(C)C,1,4,-5,4,0.1,2,0,4,0
COc1ccc(-n2cc(-c3ccccc3)c3c(N4CCOCC4)ncnc32)cc1,5,-4,-4,15,-1.7,-1,-8,1,-9
CSc1ccc(/C=N/NC(=O)c2ccccc2Cl)cc1,0,-15,-2,3,0.5,3,-3,3,5
CCOc1cc(C=O)ccc1OCCCN1C(=O)NC(C)(C)C1=O,3,7,0,-1,0.9,-4,-1,2,-1
N#Cc1cc2c(nc1SCc1cccnc1)CCCCC2,6,2,-4,1,-2.6,-5,0,1,-9
CC1=Nc2ccccc2/C1=C\c1nc(-c2ccc(C(F)(F)F)cc2)oc1O,-3,10,15,-1,-0.3,-6,-31,2,1
CC(C)=CCN1CCN(Cc2nc(C(C)C)cs2)CC1CCO (configuration not stated),-3,-5,-6,-5,-1.9,0,3,0,-4
CC1=C(C#N)C(c2cccnc2)C2=C(CC(c3ccc(Cl)cc3)CC2=O)N1 (configuration not stated),8,-4,-6,11,0.7,-2,7,7,2
C/C(Cn1cnc([N+](=O)[O-])n1)=N\NC(=O)c1ccccc1O,5,-2,22,-6,-1.4,0,-1,3,-1
COc1ccc(S(=O)(=O)Nc2ccccc2C(=O)NCc2ccco2)cc1Br,5,5,-19,-16,-0.3,-2,2,2,-8
Cc1cccc(NC(=O)CSc2nnc(-c3cnccn3)n2Cc2ccco2)c1,2,-5,13,7,-1.5,-1,6,0,-5
CC(C)(C)Nc1c(N)c(=O)oc2ccccc12,5,2,2,3,0.3,-4,0,1,-7
CC(=O)Nc1ccc(C(=O)OCC(=O)NC(=O)NC(C)(C)C)cc1,-1,-2,-12,11,-1.4,-3,-2,4,-5
CCCC1NC(=S)NC(C)=C1C(C)=O (configuration not stated),3,6,4,-18,0.4,-3,3,4,0
CCOC(=O)c1cnn(-c2cc(Oc3ccccc3)ncn2)c1N,4,1,0,-10,0.6,-4,-2,3,4
Cc1ccc(C(=O)COC(=O)C(C)N2C(=O)C3C4C=CC(C4)C3C2=O)cc1 (configuration not stated),1,11,10,-22,0.3,-5,0,1,-2
COC(=O)c1cc(COC(=O)c2nc3nc(C)cc(C)n3n2)oc1C,0,3,6,-18,-0.5,-3,0,0,-11
Cc1c(N=C2NN=C(c3ccc(Cl)cc3)CS2)c(=O)n(-c2ccccc2)n1C,5,5,4,-1,0.0,2,7,5,-2
COC(=O)C1=C(C)N(C2CCCCC2)C(=O)C1,2,-1,-3,5,-1.1,-1,-1,1,-5
COc1ccccc1N1CCN(C(=O)COc2cc(C)cc(C)c2)CC1,-4,4,-2,4,-1.0,3,-4,8,0
CCCCC(=O)N(c1ccc(OC)cc1)C1C=CS(=O)(=O)C1 (configuration not stated),-1,2,-1,-18,0.0,-2,-2,1,-2
Cc1onc(-c2ccccc2)c1CNC(=O)Nc1cccc(Cl)c1,.,-10,14,10,-2.3,-3,0,5,-7
O=S(=O)(c1ccc(NC(=S)NCc2ccncc2)cc1)N1CCCCC1,.,23,8,18,-1.1,11,3,14,-6
CCC(=O)N1CCN(c2ccccc2NC(=O)COc2cc(C)ccc2C(C)C)CC1,31*,-11,-42,7,-0.7,-2,-10,2,0
Cc1c(Cl)cnc(NC(=O)CSc2nnc3ccccn23)c1Cl,-2,0,-4,16,0.7,0,1,2,5
Cn1c(=O)oc2cc(S(=O)(=O)N3CCN(c4ccc(F)cc4)CC3)ccc21,-1,2,1,-5,-0.4,-2,1,0,-1
O=C(NCC1CCCO1)c1ccc(COCC(F)(F)C(F)F)cc1 (configuration not stated),-2,4,-35,-1,-2.4,4,0,5,3

# Entries above with a tert-butyl group (three):
SMILES,NPY Y1 blocker,NPY-Y2 PAM-ag,NPY-Y1 PAM-ag,S1P4 antagonist,S1P4 agonist,Ba/F3 V617F tox,Runt-CBFb FRET,BaF3 parental,RBBP9 inh
CCOC(=O)Cc1c(C)nc2cc(-c3ccc(C(C)(C)C)cc3)[nH]n2c1=O,3,2,24,3,-2.5,-4,0,1,3
CC(C)(C)Nc1c(N)c(=O)oc2ccccc12,5,2,2,3,0.3,-4,0,1,-7
CC(=O)Nc1ccc(C(=O)OCC(=O)NC(=O)NC(C)(C)C)cc1,-1,-2,-12,11,-1.4,-3,-2,4,-5
